# Cneo AK release: Cryptococcus neoformans cell lysis inducers, primary screen, AK release luminescence, single concentration. C. neoformans lysis, adenylate kinase release luminescence, 4 h; normalised: neutral wells 0, clomiphene wells 100. lysis activity, % at 15 µM. 360,000 tested, 0.2% active. AID 651654, 2012;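 active = mean lysis activity across replicates of at least 80%, whatever share of replicates individually reach that level; inactive = mean lysis activity below 80%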
#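 read-out = cell lysis signal | test system = log-phase Cryptococcus neoformans yeast cells | input = cells at 5 × 10^6 per mL | medium = fresh YPD growth medium | signal = luminescent adenylate kinase detection reagent | timing = 4 h at 37 °C static, read 1 h later | dosing = single dose | controls = Clomiphene as positive lysis control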
# GSIS activator: GLuc luminescence reporter in INS-1E cells, primary screen for activators of glucose-dependent secretion of insulin; INS-1E GLuc reporter insulin secretion, 2-3 h; activation, % at 16.6 µM; 370,000 tested, 0.61% active; AID 743287, 2014;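 active = lowest replicate activation of at least 40%, so every replicate reaches that level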;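 also: 0% = median of neutral control wells and 100% = median of IBMX positive control wells; some compounds called inactive have numbers as strong as hits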
# miR122 inh: miR-122 Renilla sensor signal increase in Huh7, primary screen, miR-122 inhibitor project, cell-based, single point, plate reader; 340,000 tested, 0.3% active; Huh7 miR-122 Renilla luciferase sensor, 48 h; neutral wells = 0, positive control = 100; AID 602342, 2012; activation (reporter increase), % at 12.5 µM;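 active = mean replicate activation score at least 90 and every replicate individually at or above 90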;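 also: higher luciferase means less miR-122 activity so hits act as miR-122 inhibitors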
# PglD inh: C. jejuni PglD acetyltransferase inhibitors, primary screen, biochemical, DTNB colorimetric, single point; UDP-N-acetylbacillosamine N-acetyltransferase PglD (Campylobacter jejuni); purified PglD enzyme, DTNB colorimetric CoA detection; inhibition, % at 12.5 µM; 360,000 tested, 0.098% active; AID 602405, 2012; in the data active = inhibition above about 16%, passing the limit was not always enough; also: strong numbers were not always called active
# PGC1a acetyl inh: inhibitors of PGC1a acetylation signal, primary screen, cell-based, U2OS, AlphaScreen, inhibitor mode; AlphaScreen anti-acetyl-lysine; with virally co-expressed GCN5 acetyltransferase; inhibition, % at 15.6 µM; 350,000 tested, 0.17% active;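 active = every replicate shows inhibition of at least 40%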;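 also: 0% = neutral control wells and 100% = positive control wells; some results beyond the cut were filed as inactive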
# FN deposition inh: inhibitors of fibronectin matrix deposition, primary screen, AH1F cells, Alexa488-fibronectin fluorescence, plate reader. AH1F fibroblasts, overnight. inhibition, % at 12.6 µM. 350,000 tested, 0.086% active. AID 743247, 2014;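 active = mean inhibition across replicates of 30% or more, regardless of how many single replicates reach that level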;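 also: positive control wells lacked labelled fibronectin entirely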
#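 material = AH1F fibroblast monolayer depositing Alexa488-labelled fibronectin into matrix | amount = 10000 AH1F cells/well | buffer or medium = DMEM plus 2% serum, read in PBS | incubation = 1 h cell adhesion before compound, then overnight fibronectin incubation | detection = fluorescence at 485 nm excitation, 525 nm emission | evaluation = percent inhibition as loss of matrix-bound fibronectin fluorescence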
# F508del corr: F508del CFTR correction, initial screen, CFBE line, single point. CFBE cells, YFP halide quenching; stimulated with forskolin plus potentiator P3; % fluorescence drop versus neutral controls. 350,000 tested, 0.36% active. activity (quench increase), % at 7.58 µM. AID 720511, 2013;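 active = mean added fluorescence quench of at least 8% versus neutral control, with both replicates also reaching 8%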;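 also: cells transiently co-express mutant CFTR-F508del with the halide-sensitive YFP; corrector assay measuring rescue of mutant channel to the surface after 24 h compound exposure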
# C2C12 statin: suppressors of statin myotoxicity in C2C12 myotubes, primary screen, cell-based, single point, plate reader. C2C12 myotubes + simvastatin, ATP luminescence, 48 h; scaled: DMSO 0, geranylgeraniol control 100. rescue of ATP level, % at 7.49 µM. 330,000 tested, 0.78% active;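 active = mean ATP rescue above about 67%, or every replicate alone reaching that limit, limit read from the data, passing the limit was not always enough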;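 also: myotubes were challenged with 10 µM simvastatin during compound exposure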
# * marks the source's active call; other numbers are inactive results; · = not tested or not shown; [ ] = dose if it differs, or a comment.
structure,Cneo AK release,GSIS activator,miR122 inh,PglD inh,PGC1a acetyl inh,FN deposition inh,F508del corr,C2C12 statin
CCCCNC(=O)c1onc(CSc2ccc(F)c(F)c2)c1C(=O)NCCCC,-1,6,11,-1,3,13,2.1,-10
Brc1cccc(-c2cnco2)c1,2,-2,-4,0,·,0,-0.8,13
COc1ccccc1CNC(=O)C1CCN(S(=O)(=O)c2cccc3cccnc23)CC1,-1,0,9,-6,-1,-5,0.4,1
CCC(NC(=O)COc1cc2c(c3oc(=O)c(C)c(C)c13)CCC(C)(C)O2)C(=O)O (stereo not drawn),-4,19,0,1,4,·,-0.9,7
CC1(C(=O)Nc2ccc(Cl)cc2)Cc2c(-c3ccc4c(c3)OCO4)ccnc2O1 (stereo not drawn),0,-27,-3,-2,4,17,2.3,-32
O=C(CCCl)Nc1nc2c(s1)CCc1ccccc1-2,·,-1,·,·,·,12,8.8*,-14
COc1ccc(C(=O)Nc2cccc(NC(=O)c3cccs3)c2)cc1OC,-3,-8,·,0,·,9,-1.5,-5
O=C(N[C@H]1C=C[C@H](CC(=O)N2CCN(c3ccccc3)CC2)O[C@@H]1CO)c1ccncc1,4,17,0[16.7 µM],7,-9,·,-3.3,0
O=C(NCC1CCCO1)c1ccc[nH]1 (stereo not drawn),-2,1,-1,-9,7,-15,2.5,9
COc1ccc(-c2nc(C)c(C(C)=O)n2O)cc1OC,-2,·,7,0,-7,-1,·,-5
N#C[C@@H]1[C@@H](c2ccccc2-c2cccc(F)c2)[C@H](CO)N1C(=O)C1CCCCC1,·,-11,·,·,6,-7,1.3,·
O=C(N/N=C/c1ccc2nccnc2c1)c1ccncc1,-2,11,·,1,13,2,-3.2,·
CCOCc1nnc(NC(=O)c2cccs2)s1,0,·,3,0,3,5,·,10
COc1cc(/C=C2/C(=N)N3N=C(C(C)C)SC3=NC2=O)ccc1OS(=O)(=O)c1ccccc1,-2,-5,·,-3,·,0,0.4,-1
O=C(NC1CCCC1)c1cnn2c(C(F)(F)F)cc(-c3ccc4c(c3)OCO4)nc12,·,·,8,4,-8,·,·,-11
CCCNC(=O)N[C@@H]1CC[C@H](CC(=O)NC2CCC2)O[C@@H]1CO,1,-2,-7[16.7 µM],20,3,5,2.2,1
Clc1cccc(Oc2cnc3ccccc3n2)c1,3,·,1,5,-4,5,·,-9
O=C(NCC(c1ccco1)N1CCOCC1)c1ccccc1 (stereo not drawn),0,12,2,0,-2,1,-1.8,14
Cc1ccccc1-c1ccc([C@H]2[C@H](CO)N3CCCCN(C(=O)c4cccnc4)C[C@@H]23)cc1,-4,18,-6[16.7 µM],2,-2,·,-1.4,-9
C[C@@H]1CN([C@@H](C)CO)C(=O)Cc2cc(NC(=O)NC3CCCCC3)ccc2O[C@H]1CN(C)CC1CC1,-2,-6,-2[16.7 µM],-8,1,·,-0.5,-7
CSc1nc(N)c(C(=O)NC2CCCCC2)s1,1,-5,·,-4,·,-2,0.3,-8
Cc1ccc(-c2nc(CS(=O)CC(=O)N3CCN(c4ccc(F)cc4)CC3)c(C)o2)cc1 (stereo not drawn),1,-12,-16,0,3,-4,2.0,1
O=CN/C=C/c1cccc(O)c1,·,11,3,·,-5,-3,-0.8,·
Cc1cc(Cl)c(S(=O)(=O)Nc2ccc3c(c2)OCO3)cc1OCC(=O)NC1CCCCC1,2,·,94*,5,28,·,·,-6
O=C(N=Nc1c(O)[nH]c2ccc(Br)cc12)c1cc(-c2cccs2)nc2ccccc12,-3,-6,4,-8,·,0,-16,-5
COCC(=O)Nc1ccc2c(c1)C(=O)N(C)C[C@@H](OC)[C@H](C)CN(Cc1cc(-c3ccccc3)on1)[C@H](C)CO2,52,-10,-2[16.7 µM],-1,7,9,2.6,-7
CCN(CC)CCCNc1nc(N)c([N+](=O)[O-])c(NCCO)n1,1,·,-4,0,-7,3,0.0,·
CC(C)(O)C#Cc1ccc([C@H]2[C@@H](CO)N3CCCCN(C(=O)c4cccnc4)C[C@H]23)cc1,-1,16,2[16.7 µM],-3,1,·,-1.5,·
O=C(CCN1C(=O)C2C3CCC(C3)C2C1=O)Nc1ccc(F)cc1 (stereo not drawn),-1,-9,1,-2,-9,3,-0.2,3
Cn1c(=O)cc(SCC(=O)Nc2cccnc2)c2ccccc21,9,·,-2,5,·,2,·,·
CCC(=O)c1ccc(OCC(=O)N(CC)CC2COc3ccccc3O2)cc1 (stereo not drawn),·,-24,-3,-3,-18,0,0.9,22
CCOC(=O)C1=CN(Cc2ccco2)S(=O)(=O)N(C)C1c1ccc(C(F)(F)F)cc1 (stereo not drawn),6,25,·,3,·,-8,-0.8,1
Cc1cc(NC(=O)c2ccccc2F)n(-c2nc3ccccc3[nH]2)n1,-1,64*,1,3,-31,·,·,-1
COc1ccccc1CNC(=O)C(=O)NCCC1CCCCN1S(=O)(=O)c1ccc(C)cc1 (stereo not drawn),·,9,-6,·,·,2,5.5,10
CCC(=O)Nc1ccc2c(c1)C(=O)N(C)[C@H]1CC[C@H](CC(=O)NC3CCCC3)O[C@@H]1CO2,-2,0,5[16.7 µM],4,-9,-19,-0.6,4
CCN(CC(=O)Nc1c(F)cccc1F)C(=O)CCCN1C(=O)c2cccc3cccc(c23)C1=O,0,·,-7,-6,-7,-11,0.0,2
CCc1ccc(/C=N/NC(=O)c2cc(-c3ccccc3OC)nc3ccccc23)s1,2,·,-2,-3,-5,9,·,-10
CCOc1ccc(NC(=O)CCC(=O)NNC(=O)c2ccco2)cc1,-1,5,3,1,-1,4,-1.7,-2
COC(=O)C(C)Oc1ccc(-c2nccc(-c3ccccn3)n2)cc1 (stereo not drawn),2,7,-4,-7,-2,6,-1.1,9
O=C(CNC(=O)c1ccc(F)cc1)c1ccccc1,3,-8,-5,-2,7,9,0.5,-4
Cn1c(CO)cnc1S(=O)(=O)Cc1c(Cl)cccc1Cl,5,39,-1,-2,8,-2,0.6,-10
C[C@@H]1CN([C@@H](C)CO)C(=O)c2cc(NS(=O)(=O)c3cn(C)cn3)ccc2O[C@H]1CN(C)C(=O)Nc1ccc(F)cc1,·,7,4[16.7 µM],·,-16,·,-2.1,46
N#CCc1c(C#N)c(N)nc(N2CCN(C=O)CC2)c1C#N,·,-9,·,·,10,19,1.1,·
COCC(C)Nc1ncnc2c1cnn2-c1ccc(Cl)cc1 (stereo not drawn),-3,·,-4,-2,2,·,·,-41
Cc1ccc(C)c(OCCn2cc(/C=C(/C#N)C(=O)NCC3CCCO3)c3ccccc32)c1 (stereo not drawn),0,·,6,-11,·,1,·,·
CC1CN(C(=O)c2ccc(Cl)c(S(=O)(=O)NCc3ccco3)c2)CC(C)O1 (stereo not drawn),0,9,1,-3,3,6,4.6,2
O=C(c1cnccn1)N1CC[C@@H]2[C@H]1c1cc(C#Cc3cccnc3)ccc1N[C@@H]2CO,2,4,-7[16.7 µM],-2,2,-20,7.0,-18
N#CC1(NC(=O)COC(=O)c2nccnc2N)CCCCC1,5,-5,·,-4,·,-12,-0.7,·
CCS(=O)(=O)Nc1ccc2c(c1)C(=O)N(C)[C@H]1CC[C@@H](CC(=O)NCCCN3CCOCC3)O[C@H]1CO2,-4,1,-10[16.7 µM],4,10,2,-0.1,4
C=CCNC(=O)CN1CCC(O)(c2ccccc2)CC1,-2,14,·,-5,-4,·,2.2,-9
O=C(CNC(=O)OCc1ccccc1)NC1CCCCCC1,0,-11,-4,-3,1,-4,0.6,-3
O=C(CN1C(=O)C(c2ccc(F)cc2)=NC12CCCC2)Nc1ccc(F)cc1,-3,·,-4,-3,21,-5,0.7,-12
Cc1ccc(NCCC(=O)c2cccc([N+](=O)[O-])c2)cc1,0,·,1,2,-2,-1,·,-3
CC(=O)NC[C@H]1[C@H](c2ccc(-c3ccccc3F)cc2)[C@@H](CO)N1C(C)=O,1,-1,-7[16.7 µM],4,3,-2,1.2,-11
C[C@H]1CCCCO[C@H](CN(C)C(=O)Nc2cccc3ccccc23)[C@@H](C)CN([C@@H](C)CO)C(=O)c2cc(NC(=O)Cc3ccccc3)ccc2O1,-2,-7,-13[16.7 µM],1,-30,·,-10,28
CCCNC(=O)Nc1ccc2c(c1)C(=O)N(C)[C@H]1CC[C@@H](CC(=O)NC3CCC3)O[C@H]1CO2,4,-4,-21[16.7 µM],2,3,1,-4.6,-38
O=C(c1ccco1)N1CCN(C(=O)c2ccc(CS(=O)c3cccc(Cl)c3)o2)CC1 (stereo not drawn),0,1,-7,3,13,6,-0.5,-2
C=CCNC(=O)COC(=O)COc1ccc(Cl)cc1C,1,-7,-1,5,4,-3,·,·
COC(=O)/C=c1/s/c(=C(\C#N)C(=O)NCc2ccco2)n(-c2ccccc2)c1=O,-1,·,-6,-6,24,10,·,-1
C[C@@H]1CN([C@@H](C)CO)S(=O)(=O)c2ccc(/C=C/c3ccccc3)cc2O[C@H]1CN(C)C(=O)Nc1cc(F)ccc1F,-5,7,7[16.7 µM],7,-11,7,-0.6,-86

# Next part
structure,Cneo AK release,GSIS activator,miR122 inh,PglD inh,PGC1a acetyl inh,FN deposition inh,F508del corr,C2C12 statin
O=C(Cc1ccccn1)NCC[C@H]1CC[C@H](NS(=O)(=O)c2ccc(F)cc2)[C@@H](CO)O1,1,-1,·,1,8,·,2.6,-6
O=C(NCCCn1ccnc1)c1cc2nc(-c3ccc(Br)cc3)cc(C(F)(F)F)n2n1,1,7,2,-7,-7,-3,·,·
COc1ccc(CCNC(=O)C2CCCN(S(=O)(=O)N3CC(C)CC(C)C3)C2)cc1OC (stereo not drawn),-1,-4,1,3,-12,-6,3.4,-1
Cn1c(=O)c2c(ncn2CC(=O)N2CCc3ccccc3C2)n(C)c1=O,5,·,-5,-4,-5,·,·,·
CC(C)c1nc(N2CCOCC2)c(C#N)c2c1CCCC2,-5,-22,19,-3,4,·,·,-20
Cc1cccc(CNC(=O)CCn2ccc3cc(S(=O)(=O)N4CCCC4)ccc32)c1,0,-10,-3,4,-3,-2,-0.1,-5
COc1cccc(CNC(=O)C[C@@H]2CC[C@@H](NC(=O)C3CC3)[C@H](CO)O2)c1,-2,-5,·,-3,6,-8,1.1,-4
Cc1ccc2c(CNCc3ccco3)cc(=O)oc2c1,1,4,-4,6,-31,-1,·,-17

# Given field by field: part of the list above.
mol: Cc1cccc(CNC(=O)CCn2ccc3cc(S(=O)(=O)N4CCCC4)ccc32)c1
  Cneo AK release = 0; GSIS activator = -10; miR122 inh = -3; PglD inh = 4; PGC1a acetyl inh = -3; FN deposition inh = -2; F508del corr = -0.1; C2C12 statin = -5
mol: COc1cccc(CNC(=O)C[C@@H]2CC[C@@H](NC(=O)C3CC3)[C@H](CO)O2)c1
  Cneo AK release = -2; GSIS activator = -5; miR122 inh = ·; PglD inh = -3; PGC1a acetyl inh = 6; FN deposition inh = -8; F508del corr = 1.1; C2C12 statin = -4
mol: Cc1ccc2c(CNCc3ccco3)cc(=O)oc2c1
  Cneo AK release = 1; GSIS activator = 4; miR122 inh = -4; PglD inh = 6; PGC1a acetyl inh = -31; FN deposition inh = -1; F508del corr = ·; C2C12 statin = -17

# High-throughput results deposited in PubChem by Broad Institute.
